Assay outcomes deposited in PubChem BioAssay by several laboratories.
KOR beta-arrestin-1 – kappa opioid receptor blockers – cell-based, luminescence, uHTS (AID 1778); KOR beta-arrestin recruitment, luminescence, antagonist mode; higher % means a stronger effect; one-dose inhibition, % at 10 µM; IC50 in µM for titrated hits; 290,000 tested, 0.091% active; also: strong numbers were not always called active
NOD2 inhibition – NOD2 signaling inhibitors, cell-based, luminescence, uHTS, HEK293 (AID 1566) | HEK293 NOD2/NF-kB luciferase reporter, luminescence; higher % means a stronger effect | inhibition, % at 4 µM, or EC50 in µM where a hit was titrated | 290,000 tested, 0.63% active; also: many of its hits are not listed in these tables
GPR55 LPI antagonism – GPR55 antagonists blocking LPI-driven arrestin recruitment, primary screen, imaging, U2OS, beta-arrestin-GFP, LPI agonist (AID 2013); U2OS GPR55 beta-arrestin-GFP translocation imaging, LPI antagonism; higher % means a stronger effect; inhibition, % at 10 µM, or IC50 in µM where a hit was titrated; 290,000 tested, 0.13% active;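 active = spots per cell inhibited over 60%, with over 100 cells counted and total cytoplasm intensity under 500,000; inconclusive = wells with under 100 cells, flagged as likely toxic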;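 also: U2OS cells stably carrying GPR55 and arrestin-GFP stimulated by 5 µM LPI near EC80; imaged beta-arrestin-GFP aggregate spots per cell after agonist stimulation; plate controls were LPI-stimulated DMSO wells for no effect and DMSO wells without LPI for full effect; some results filed as inactive read as strong as hits; confirmed hits need IC50 under 10 µM and bright autofluorescent wells are also inconclusive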
NOD1 inhibition – inhibition of NOD1-driven NF-kB reporter – cell-based, luminescence, uHTS, primary screen (AID 1578); NOD1-driven NF-kB luciferase reporter cells, luminescence; higher % means a stronger effect; one-dose inhibition, % at 4 µM; EC50 in µM for titrated hits; 290,000 tested, 1% active; in the data active = inhibition mostly above about 36%, no sharp cut-off; inactive = mostly below about 34%;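 also: HEK-293T reporter cells stimulated with the NOD1 agonist gamma-tri-DAP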
Rac1 GTP hydrolysis – MgcRacGAP GTPase-activating activity inhibitors, confirmation, biochemical, ADP Hunter fluorescence | inhibition, % at 30 µM, or IC50 in µM where a hit was titrated | MgcRacGAP-stimulated Rac1 GTP hydrolysis, ADP Hunter fluorescence; higher % means a stronger effect; GST-tagged Rac1 F28L mutant substrate | 340,000 tested, 0.6% active | AID 624330;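 active = first-screen hits whose inhibition reached a set limit at any dose in the follow-up dose series; inconclusive = inhibition above the set first-screen limit but never retested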;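 also: fluorescence reports GDP produced by GAP-driven GTP hydrolysis; strong numbers were not always called active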
HIV peptide binding – inhibitors of HIV fusion peptide binding, primary screen, biochemical, uHTS, fluorescence dequenching (AID 1986); cell-free peptide binding, fluorescence dequenching, 30 min; higher % means a stronger effect; inhibition, % at 20 µM; hits with a dose series show IC50 in µM; 290,000 tested, 0.3% active; in the data active = inhibition mostly above about 52%, no sharp cut-off; inactive = mostly below about 76%; also: some results filed as inactive read as strong as hits
KOR beta-arrestin-2 – KOR agonists, beta-arrestin recruitment, primary screen, cell-based, luminescence, uHTS (AID 1777) | KOR beta-arrestin recruitment, luminescence; higher % means a stronger effect | activation, % at 10 µM, or EC50 in µM where a hit was titrated | 280,000 tested, 0.02% active; in the data active = activation above about 50%, passing the limit was not always enough; also: a part of the inactive calls stands beside numbers as strong as those of hits
GPR55 beta-arrestin – selective activators of receptor GPR55 – imaging, U2OS cells, beta-arrestin-GFP redistribution, primary screen (AID 1961); U2OS GPR55 beta-arrestin-GFP redistribution imaging; higher % means a stronger effect; one-dose activation, % at 10 µM; EC50 in µM for titrated hits; 290,000 tested, 0.048% active;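 active = activation above 40% with more than 50 cells counted in the well; inconclusive = wells holding fewer than 50 cells, flagged as toxic or sparse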;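 also: U2OS osteosarcoma cells stably expressing GPR55 and beta-arrestin-GFP; plate controls were DMSO negative control for no effect and LPI positive control for full effect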
Large T inhibition – SV40 large T antigen inhibitors, biochemical (AID 1903); SV40 large T antigen ATPase/helicase inhibition assay; higher % means a stronger effect; one-dose inhibition, % at 20 µM; IC50 in µM for titrated hits; 310,000 tested, 0.39% active; in the data active = a potency from the dose series; inconclusive = inhibition mostly from about 32% at the one dose, without a potency; inactive = the rest, 99 in 100 with inhibition below about 32%; also: strong numbers were not always called active
* hit, by the source's call; ? = inconclusive; . = not tested or not shown; [ ] = dose if it differs, or a comment. Rule as the data show it, unless noted: active = inhibition above about 50%; inactive = the rest. Some of the compounds tested; rates above refer to the full screens.

SMILES	KOR beta-arrestin-1	NOD2 inhibition	GPR55 LPI antagonism	NOD1 inhibition	Rac1 GTP hydrolysis	HIV peptide binding	KOR beta-arrestin-2	GPR55 beta-arrestin	Large T inhibition
O=S(=O)(NC(=S)c1ccccc1)c1ccc(F)cc1	-7%	5%	12%	-16%	9%	2.3%	0.3%	0.5%	21%
COc1ccc2oc(=O)c(C(=O)Oc3ccc(NC(C)=O)cc3)cc2c1	12%	-18%	2%	8%	25µM*	35%	4.1%	0.0%	?
Cc1ccc(C(=O)NNC(=O)CCC(=O)Nc2cc(C)on2)cc1	10%	-4%	8%	-9%	7%	-1.0%	0.4%	-0.3%	3%
Cc1cc(NC(=O)CSc2nc(-c3ccc(F)cc3)cs2)no1	19%	7%	16%	9%	10%	-1.1%	-3.5%	-0.1%	18%
CC1=Nc2ccccc2/C1=C\c1nc(-c2ccc(C(F)(F)F)cc2)oc1O	22%	0%	59%	4%	-3%	147%	2.4%	-0.2%	5%
N#Cc1cc2c(nc1SCc1cccnc1)CCCCC2	-26%	0%	-12%	0%	2%	-2.5%	3.7%	-0.1%	0%
C/C(Cn1cnc([N+](=O)[O-])n1)=N\NC(=O)c1ccccc1O	16%[20 µM]	3%	3%	-26%	8%	-0.6%	-6.0%	0.7%	17%
Cc1cccc(NC(=O)CSc2nnc(-c3cnccn3)n2Cc2ccco2)c1	14%	8%	11%	5%	-4%	2.2%	-0.1%	0.1%	12%
COc1ccc(S(=O)(=O)Nc2ccccc2C(=O)NCc2ccco2)cc1Br	4%	-2%	0%	-16%	11%	12%	7.4%	-0.2%	2%
CC1=C(C#N)C(c2cccnc2)C2=C(CC(c3ccc(Cl)cc3)CC2=O)N1 (configuration not stated)	-10%	-14%	2%	-16%	-5%	-0.8%	3.0%	-0.1%	-4%
CC1=C(C(=O)OC(C)C)C(C2CC=CCC2)NC(=O)N1 (configuration not stated)	-9%	11%	4%	-8%	1%	-1.2%	-1.7%	-0.1%	24%
COc1ccccc1NC(=O)CSc1nnc(CC(=O)Nc2ccccc2C)n1C	-8%	4%	-1%	-18%	7%	-0.6%	-0.6%	-0.2%	5%
Cc1c(N=C2NN=C(c3ccc(Cl)cc3)CS2)c(=O)n(-c2ccccc2)n1C	25%	-1%	15%	-28%	9%	0.5%	-2.8%	-0.4%	9%
Cc1onc(-c2ccccc2)c1CNC(=O)Nc1cccc(Cl)c1	2%	9%	2%	4%	-1%	2.4%	2.2%	-0.2%	-1%
CCCCC(=O)N(c1ccc(OC)cc1)C1C=CS(=O)(=O)C1 (configuration not stated)	-22%	10%	14%	1%	2%	1.0%	-3.5%	0.2%	3%
COc1ccccc1N1CCN(C(=O)COc2cc(C)cc(C)c2)CC1	8%	-25%	-7%	-42%	0%	-0.5%	1.4%	-0.3%	9%
CC(=O)N1CCN(c2nnc(-c3ccccc3)c3ccccc23)CC1	10%	6%	11%	-1%	2%	-1.4%	-2.8%	-0.1%	25%
CCOC(=O)c1cnn(-c2cc(Oc3ccccc3)ncn2)c1N	-23%	-24%	10%	12%	8%	-0.6%	3.2%	0.0%	7%
CCC1=C2CC[C@H]3C(=O)N(c4ccccc4)C(=O)[C@H]3[C@H]2[C@@]2(C)C(=NCc3ccccc3)OC(=O)N2C1=O	9%	9%	21%	-2%	5%	-0.2%	4.4%	0.3%	-1%
Cc1ccc(C23CC4CC(CC(C(=O)NC(C(=O)O)C(C)C)(C4)C2)C3)cc1 (configuration not stated)	22%	4%	2%	-19%	9%	4.1%	-0.6%	-0.1%	8%
CCCC1NC(=S)NC(C)=C1C(C)=O (configuration not stated)	-1%	4%	10%	-12%	-9%	-1.4%	6.1%	-0.3%	2%
COC(=O)Cn1c(=NC(=O)c2ccc(OC)cc2)sc2cc(OC)ccc21	2%	11%	8%	-27%	-3%	1.5%	0.0%	-0.3%	1%
COC(=O)c1ccsc1NS(=O)(=O)c1ccccc1	-10%	-3%	8%	-16%	6%	8.8%	2.8%	-0.1%	2%
CCCC(c1nnnn1C1CCCCC1)N1CCN(C2CCCC2)CC1 (configuration not stated)	1%	-37%	3%	-10%	7%	1.7%	2.3%	-0.1%	4%
O=C(NC1CCN(C(=O)Nc2ccccc2Cl)CC1)c1ccccc1	16%	11%	-3%	-29%	6%	-1.7%	-2.6%	0.3%	1%
Carrying on.
SMILES	KOR beta-arrestin-1	NOD2 inhibition	GPR55 LPI antagonism	NOD1 inhibition	Rac1 GTP hydrolysis	HIV peptide binding	KOR beta-arrestin-2	GPR55 beta-arrestin	Large T inhibition
CCC1CCCCN1C(=O)Nc1cc(Cl)ccc1OC (configuration not stated)	-7%	-14%	4%	-14%	-2%	0.5%	3.4%	-0.4%	7%
O=C(COc1cccc([N+](=O)[O-])c1)NN1C(=O)c2ccccc2C1=O	-59%[20 µM]	12%	-6%	4%	11%	-0.3%	0.4%	-0.4%	4%
COc1cc(C)ccc1S(=O)(=O)N1CCCCCC1	-1%	-2%	-11%	-29%	9%	-0.8%	-2.8%	0.6%	-14%
O=C(CSc1nnc(CNC(=O)c2ccccc2)o1)c1ccccc1	-5%	3%	5%	-33%	8%	-0.6%	16%	0.0%	13%
COc1ccc(C(=O)c2cnc3ccccc3c2-c2ccccc2)cc1	-36%	29%	15%	6%	2%	-2.8%	1.9%	0.0%	-2%
CCOc1cccc(/C=C2/NC(=O)N(CC(=O)Nc3cccc(C)c3)C2=O)c1O	-40%[20 µM]	-5%	-8%	-13%	0%	-2.6%	8.8%	0.2%	4%
CCCCn1c(SCC(=O)c2ccccc2)nc2ccsc2c1=O	4%	13%	3%	22%	9%	1.0%	5.0%	0.2%	2%
Cc1ccc2nc3c(cc(C(=O)NCC4CCCO4)n3C)c(=O)n2c1 (configuration not stated)	0%	14%	1%	-12%	.	0.0%	-3.5%	-0.4%	12%
C=CCN(c1ccccc1)S(=O)(=O)c1cccc(C(=O)Oc2ccc3c(C)cc(=O)oc3c2)c1	-20%	3%	14%	-2%	8%	6.0%	2.2%	0.3%	26%
O=C1C(=O)N(Cc2cccnc2)C(c2ccccn2)/C1=C(/O)c1ccccc1 (configuration not stated)	29%	3%	-2%	10%	3%	-0.8%	-5.2%	-0.2%	11%
Cc1cccc(C)c1OCc1cc(C(=O)N(C)Cc2nc3ccccc3[nH]2)no1	-11%	16%	0%	7%	8%	0.6%	-1.9%	-0.1%	1%
O=C(COc1ccc([N+](=O)[O-])cc1)N/N=C/c1cc([N+](=O)[O-])ccc1N1CCOCC1	24%	-5%	8%	-25%	9%	-4.0%	-3.5%	0.1%	11%
Cc1cccc(Cn2c(C)nc3c(N)c(C)c(C)cc32)c1	-30%	6%	5%	-14%	24%	-2.4%	1.7%	-0.3%	15%
CCc1cc(C(=O)O)c(NC(=O)C(c2ccccc2)c2ccccc2)s1	16%	29%	16%	4%	16%	20%	0.3%	-0.1%	4%
Cc1nn(Cc2ccccc2Cl)c(C)c1NC(=O)CCCn1nc([N+](=O)[O-])c(Cl)c1C	-3%	-1%	2%	-2%	5%	-1.7%	-0.2%	-0.5%	14%
CC1=C([N+](=O)[O-])C(c2ccccc2)NC(=O)N1 (configuration not stated)	0%[20 µM]	22%	12%	-27%	2%	0.8%	-2.3%	-0.1%	8%
CS(=O)(=O)N1CCN(C(=O)CCc2ccccc2)CC1	4%[20 µM]	3%	-20%	-15%	10%	1.3%	-2.2%	0.1%	10%
O=C(NCCc1c[nH]c2ccccc12)C(=O)NCC1CCCO1 (configuration not stated)	-18%[20 µM]	23%	-1%	-20%	3%	-0.8%	-5.5%	-0.1%	10%
COc1cccc(CN2CCc3[nH]c(=S)[nH]c(=O)c3C2)c1	20%	-7%	12%	2%	7%	-1.7%	1.7%	-0.1%	11%
CCC(C)(C)NC(=O)C(c1ccccc1F)N(C(=O)c1ccn[nH]1)c1ccccc1 (configuration not stated)	19%	29%	34%	0%	7%	-0.1%	-6.2%	-0.2%	7%
O=c1c(C(c2ccc(F)cc2)c2c(O)nc3n(c2=O)CCS3)c(O)nc2n1CCS2	-2%	19%	-6%	-10%	19%	22%	10%	-0.3%	30%
Nc1cc(N)cc(C(=O)Nc2ccc3c(c2)C(=O)NC3=O)c1	-19%	2%	-13%	4%	-14%	-3.4%	-1.9%	1.1%	4%
CCOC(=O)N1CCN(c2cc(N3CCN(CC)CC3)c(F)cc2[N+](=O)[O-])CC1C (configuration not stated)	20%	19%	-6%	.	7%	-4.0%	0.6%	-0.2%	0%
O=C(NCCCNC(=O)c1cnccn1)c1cccc(F)c1	-16%	7%	3%	-5%	7%	0.5%	6.4%	0.7%	10%
CCC(=O)Nc1c(-c2ccc(C)cc2)nc2ccc(C)cn12	-19%[20 µM]	12%	-14%	4%	4%	-1.2%	2.0%	0.7%	6%
Continued.
SMILES	KOR beta-arrestin-1	NOD2 inhibition	GPR55 LPI antagonism	NOD1 inhibition	Rac1 GTP hydrolysis	HIV peptide binding	KOR beta-arrestin-2	GPR55 beta-arrestin	Large T inhibition
CCOC(=O)C1=C(CC)Nc2ccccc2N=C1NC(=O)CCN1C(=O)C2CCCCC2C1=O (configuration not stated)	7%	-4%	10%	-15%	-10%	-0.1%	1.2%	0.4%	20%
COc1cccc(CNC(=O)CCS(=O)(=O)c2cc3c(cc2C)NC(=O)CO3)c1	-22%[20 µM]	14%	14%	-7%	5%	-0.3%	-2.3%	0.0%	19%
Nc1ccc(S(=O)(=O)c2ccc(N)c(N)c2)cc1	11%	5%	2%	-10%	13%	-0.9%	-6.4%	-0.4%	21%
CC1CCCCN1S(=O)(=O)c1ccc(C(=O)Nc2ccccc2-c2nc3ccccc3s2)cc1 (configuration not stated)	20%	18%	4%	6%	7%	-1.1%	-0.8%	-0.2%	12%
O=[N+]([O-])c1cc(C(F)(F)F)ccc1SCC(O)CO (configuration not stated)	-36%[20 µM]	2%	2%	4%	-2%	-1.0%	-0.8%	-0.1%	3%
CC(Oc1ccc(Cl)cc1)C(=O)N(C)CC(=O)Nc1ccc(N2CCOCC2)cc1 (configuration not stated)	0%	6%	14%	-19%	8%	2.0%	-2.3%	-0.1%	15%
COc1ccc(C(=O)Nc2ccc3[nH]ncc3c2)cc1	-15%	-56%	5%	-38%	7%	1.2%	3.3%	0.2%	10%
CN(C)S(=O)(=O)N1CCN(c2cc(Cl)ccc2Cl)CC1	-118%	-30%	5%	43%	5%	-3.0%	-2.5%	0.1%	-3%
CC(/C=N/NC(=O)c1cc(-c2ccc3ccccc3c2)n[nH]1)=C\c1ccco1	7%	-6%	-15%	-34%	4%	40%	0.3%	0.5%	12%
